High-throughput results deposited in PubChem by National Center for Advancing Translational Sciences (NCATS).
D3 ag: activates the human D3 dopamine receptor; P35462; D3R DiscoveRx beta-arrestin cells, luminescence, 90 min; max activation, %; 0.58% of 410,000 active; AID 652048; in the data active = max activation above about 30%; note: 0% is about no effect; mostly tested at two doses, the higher about 12 µM
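Agonist mode: compounds and dopamine controls were applied to plated cells for 90 min at 37 degrees C after an overnight attachment at 1500 cells/well. Luminescent read-out followed 30 - 60 minutes at room temperature with DiscoveRx detection reagent.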
DRD3 antagonist: blocks the human D3 dopamine receptor. 2.5% of 360,000 active. D3R cells, DiscoveRx beta-arrestin luminescence, antagonist mode; stronger effect = lower value. P35462. max response, negative = inhibition, %; in the data active = max response below about -50%; inconclusive = no clear call, values can overlap the other calls; note: % is set by controls: 0 for no effect and ±100 for the full control effect; mostly tested at two doses, the higher about 12 µM
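Cells plated overnight at 1500 cells/well, then exposed to library compounds with dopamine controls for 90 minutes at 37 degrees C. DiscoveRx reagent added for 30–60 minutes at room temperature; luminescence read, quantitative HTS format.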
IL-2 act: activates IL-2 in a cell-based reporter assay; IL-2 activation reporter assay, cell-based qHTS; stimulated with anti-CD3/CD4/CD28 beads; in transgenic mouse T cells; activation, % (series mostly up to about 46 µM); 0.065% of 360,000 active; in the data active = activation above about 50%; inconclusive = mostly about 30% to 49%; note: 0% is about no effect
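EGFP and DsRed fluorescence is measured by plate cytometry in unstimulated transgenic mouse T cells exposed to compound for 60 minutes, then stimulated 18 hours at 37 degrees C with anti-CD3/anti-CD4 beads plus anti-CD28.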
WRN inhibitor: WRN helicase (human) inhibition | Q14191 | WRN helicase unwinding, fluorescent forked duplex, kinetic | Potency, µM (top dose mostly 114 µM), for the others: top-dose activity change, negative = inhibition, usual class: inhibitors | 0.46% of 360,000 active | AID 651768; note: potency is the fitted concentration of half-maximal effect; % is set by controls: 0 for no effect and ±100 for the full control effect; nearly all actives have a fitted effect of over 55% in size
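Screening of the MLSMR collection measured strand separation of a quenched forked DNA duplex (100 nM) by 20 nM WRN with 2 mM ATP, all final. Compounds were preincubated with enzyme 15 min at room temperature.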
PLK1 PBD inh: blocks phosphopeptide binding to human PLK1 polo-box domain. 2.8% of 360,000 active. Plk1 PBD binding of FITC phosphopeptide, fluorescence polarization. Potency, µM, for the others: max response, negative = inhibition, hits mostly inhibitors. P53350; note: potency is the fitted concentration of half-maximal effect; series mostly up to about 57 µM; % is set by controls: 0 for no effect and ±100 for the full control effect; nearly all actives have a fitted effect of over 65% in size
Target sequence (P53350 whole entry, looked up, the tested form may be a part): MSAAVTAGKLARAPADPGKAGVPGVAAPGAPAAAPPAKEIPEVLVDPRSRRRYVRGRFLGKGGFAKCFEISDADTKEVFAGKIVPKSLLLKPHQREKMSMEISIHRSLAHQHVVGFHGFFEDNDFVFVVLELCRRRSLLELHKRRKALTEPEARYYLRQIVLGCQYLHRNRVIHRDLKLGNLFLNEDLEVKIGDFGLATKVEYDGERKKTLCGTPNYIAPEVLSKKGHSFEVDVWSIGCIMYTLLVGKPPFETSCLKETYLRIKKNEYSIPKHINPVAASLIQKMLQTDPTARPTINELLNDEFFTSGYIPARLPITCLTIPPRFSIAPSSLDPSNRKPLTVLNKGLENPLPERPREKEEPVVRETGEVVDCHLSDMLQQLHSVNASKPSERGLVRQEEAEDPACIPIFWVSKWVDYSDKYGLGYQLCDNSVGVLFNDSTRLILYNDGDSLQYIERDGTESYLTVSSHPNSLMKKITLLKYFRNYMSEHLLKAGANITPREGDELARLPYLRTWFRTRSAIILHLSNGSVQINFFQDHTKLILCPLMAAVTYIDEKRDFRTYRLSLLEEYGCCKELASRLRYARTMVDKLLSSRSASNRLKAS
GLP-1R agonist: GLP-1 receptor (human) agonism | Potency, µM (titrated, usually from 45.6 µM), inactives show at the top dose activation, most hits filed as activators | 0.007% of 380,000 active | P43220 | HEK293 GLP-1R CRE-luciferase, luminescence, 4-6 h; cells express a hypersensitive GLP-1R form; note: potency is the fitted concentration of half-maximal effect; % of control where 0% means no effect
GLP1R inv ag: GLP-1 receptor (human) inverse agonism | HEK293 GLP-1R CRE-luciferase, luminescence, 24 h; GLP-1R form is constitutively active | Potency, µM (highest dose often 38.3 µM), without a hit: top-dose activity change, negative = inhibition, actives largely listed as inhibitors | 1.6% of 410,000 active | AID 624417; note: potency is the fitted concentration of half-maximal effect; % is set by controls: 0 for no effect and ±100 for the full control effect; nearly all actives have a fitted effect of over 55% in size
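Readout was luciferase luminescence, measured 12 min after detection reagent at room temperature. Beforehand, GLP-1R reporter HEK293 cells had sat 12 h, then received compounds for 24 hr at 37 deg C.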
PI5P4K alpha inh: PI5P4K alpha (human) kinase inhibition | P48426 | PI5P4Kalpha enzyme, ADP-Glo luminescence, 60 min; stronger effect = lower value | max response, % | 1.2% of 330,000 active | AID 652105; active = max response of -50% or lower; inconclusive = between -30% and -50%; inactive = -30% or higher; note: value at the top dose of about 77 µM; % is set by controls: 0 for no effect and ±100 for the full control effect
Target sequence (P48426 whole entry, looked up): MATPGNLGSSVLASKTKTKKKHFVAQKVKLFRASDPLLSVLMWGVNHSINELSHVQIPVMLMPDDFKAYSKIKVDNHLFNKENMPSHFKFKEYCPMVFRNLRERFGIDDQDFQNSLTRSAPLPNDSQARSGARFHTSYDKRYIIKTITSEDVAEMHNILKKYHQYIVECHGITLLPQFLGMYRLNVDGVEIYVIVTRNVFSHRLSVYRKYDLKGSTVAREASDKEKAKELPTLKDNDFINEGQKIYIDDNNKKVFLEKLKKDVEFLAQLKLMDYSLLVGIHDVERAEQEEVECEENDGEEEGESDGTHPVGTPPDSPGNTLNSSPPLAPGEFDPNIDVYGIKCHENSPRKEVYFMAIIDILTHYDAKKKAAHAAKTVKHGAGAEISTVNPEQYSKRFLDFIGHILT
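Compounds were pin-transferred onto PI5P4Kalpha and substrate in HEPES pH 7.4 buffer with EGTA, CHAPS and 5% DMSO. ATP (5 microM final) started the reaction, which ran 60 minutes at room temperature before ADP-Glo detection.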
GLP1R cytotox: cytotoxicity in counter-screen for GLP-1R inverse agonists; HEK293 cAMP-luciferase reporter cells, luminescence, 24 h; Potency, µM (titrated, usually from 38.3 µM), inactives show at the highest dose activity change, negative = inhibition, actives largely listed as inhibitors; 0.13% of 410,000 active; AID 624418;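 note: loss of luciferase light is scored as toxicity; potency is the fitted concentration of half-maximal effect; % is set by controls: 0 for no effect and ±100 for the full control effect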
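Compound-treated cells are incubated 24 hr at 37 deg C under 5% CO2 after a 12 hour attachment period, then luciferase detection reagent is added and luminescence is measured following 12 min at room temperature; lowered signal indicates toxicity.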
The depositor's hits bear a star; & = joins results of further samples; [ ] = another dose, or the depositor's remark. Unless noted, calls come from the whole dose curve; as a rule, active = well fitted curve in the direction sought with a large enough effect; inconclusive = small, poorly fitted or top-dose-only effect, or another doubt; inactive = no such curve, though single readings can be large; an effect the other way counts as inactive or inconclusive.

For CC1CC(c2ccccc2)n2nc(NC(=O)CCc3ccccc3)nc2N1 (centres undefined) the results were D3 ag -8, DRD3 antagonist 7, IL-2 act -0.9, WRN inhibitor -40%[57.1 µM], PLK1 PBD inh -15%, GLP-1R agonist -19%, GLP1R inv ag -21%, PI5P4K alpha inh 1 and GLP1R cytotox 18%.
Screening Cn1cnnc1SCCn1c(N2CCCCC2)nc2c1c(=O)[nH]c(=O)n2C returned D3 ag -2, DRD3 antagonist -26, IL-2 act -1.6, WRN inhibitor -7%, PLK1 PBD inh 1%, GLP-1R agonist 3%, GLP1R inv ag 2% and GLP1R cytotox -9%.
O=[N+]([O-])c1ccc(COc2ccc(CNc3ccccc3)cc2)cc1 was read as D3 ag 4, DRD3 antagonist 20, IL-2 act -0.1, WRN inhibitor 6%, PLK1 PBD inh -1%, GLP-1R agonist -30%, GLP1R inv ag -11%, PI5P4K alpha inh 26 and GLP1R cytotox -9%.
`CN(C(=O)COC(=O)c1nc(Cl)ccc1Cl)c1ccccc1` gave D3 ag -2, DRD3 antagonist 2, IL-2 act -2.3, WRN inhibitor -26%, PLK1 PBD inh 4%, GLP-1R agonist 1%, GLP1R inv ag 15%, PI5P4K alpha inh 0 and GLP1R cytotox -3%.
`CCS(=O)(=O)Nc1cccc(C2=NN(S(=O)(=O)c3ccc(C)cc3)C(c3ccco3)C2)c1` (centres undefined) gave D3 ag -1, DRD3 antagonist -6, IL-2 act 0.0, WRN inhibitor -1%, PLK1 PBD inh -15%, GLP-1R agonist 17%, GLP1R inv ag -19%, PI5P4K alpha inh -13 and GLP1R cytotox -2%.
`O=C(c1cnn2c(C(F)F)cc(C3CC3)nc12)N1CCc2ccccc2C1` gave D3 ag 12, DRD3 antagonist 25, IL-2 act 6.4, WRN inhibitor 2%, PLK1 PBD inh -9%, GLP-1R agonist 10%, GLP1R inv ag inconclusive, PI5P4K alpha inh 8 and GLP1R cytotox -20%.
Cc1ccc2ccc3cccc4ccc1c2c34 was read as D3 ag 16, DRD3 antagonist 0, IL-2 act -0.4, WRN inhibitor 0%, PLK1 PBD inh 2%, GLP-1R agonist 4%, GLP1R inv ag 11%, PI5P4K alpha inh 56 and GLP1R cytotox 3%.
Screening COC(=O)C[C@@H]1C=C[C@H](NC(=O)Nc2cc(F)ccc2F)[C@@H](CO)O1 returned D3 ag -7, DRD3 antagonist -22, IL-2 act -0.1, WRN inhibitor -1%, PLK1 PBD inh -24%, GLP1R inv ag 10%, PI5P4K alpha inh 2 and GLP1R cytotox 7%.
O=C(Nc1cccc([N+](=O)[O-])c1)C1C2CCCCC21 (centres undefined) was read as D3 ag -8, DRD3 antagonist 2, IL-2 act 1.0, WRN inhibitor -3%, PLK1 PBD inh -1%, GLP-1R agonist -2%, GLP1R inv ag inconclusive, PI5P4K alpha inh -3 and GLP1R cytotox -4%.
`O=C(c1nc2ccc(Cl)cn2c1CNCC[C@@H]1C[C@@H]2C=C[C@H]1C2)N1CCCCCCC1` gave D3 ag -22, DRD3 antagonist inconclusive, IL-2 act -2.4, WRN inhibitor -8%, PLK1 PBD inh -6%, GLP-1R agonist 23%, GLP1R inv ag inconclusive, PI5P4K alpha inh -1 and GLP1R cytotox inconclusive.

Gathered by group, the entries above with a Cl atom (2)
`CN(C(=O)COC(=O)c1nc(Cl)ccc1Cl)c1ccccc1` gave D3 ag -2, DRD3 antagonist 2, IL-2 act -2.3, WRN inhibitor -26%, PLK1 PBD inh 4%, GLP-1R agonist 1%, GLP1R inv ag 15%, PI5P4K alpha inh 0 and GLP1R cytotox -3%.
`O=C(c1nc2ccc(Cl)cn2c1CNCC[C@@H]1C[C@@H]2C=C[C@H]1C2)N1CCCCCCC1` gave D3 ag -22, DRD3 antagonist inconclusive, IL-2 act -2.4, WRN inhibitor -8%, PLK1 PBD inh -6%, GLP-1R agonist 23%, GLP1R inv ag inconclusive, PI5P4K alpha inh -1 and GLP1R cytotox inconclusive.

(cont.)
CCN(CC)S(=O)(=O)c1ccc(Cl)c(C(=O)NNC(=O)c2csc(N3CCOCC3)n2)c1 was read as D3 ag -3, DRD3 antagonist 6, IL-2 act 2.2, WRN inhibitor 3%, PLK1 PBD inh -9%, GLP-1R agonist 0%, GLP1R inv ag -1%, PI5P4K alpha inh -3 and GLP1R cytotox 1%.
Cc1c(C(=O)NC(=S)Nc2ccc(NC(=O)c3cccs3)cc2)cccc1[N+](=O)[O-] was read as D3 ag -12, DRD3 antagonist inconclusive, IL-2 act 0.1, WRN inhibitor -8%, PLK1 PBD inh -2%, GLP-1R agonist -18%, GLP1R inv ag inconclusive, PI5P4K alpha inh 4 and GLP1R cytotox -10%.
S=C1N[C@H]2CCCC[C@@H]2N1 was read as D3 ag 4, DRD3 antagonist -15, IL-2 act 2.6, WRN inhibitor 3%, PLK1 PBD inh -17%, GLP-1R agonist 6%, GLP1R inv ag -2%, PI5P4K alpha inh -7 and GLP1R cytotox -1%.
`CCN(Cc1ccc(O)cc1)CC1CCCN(CCc2cccc(F)c2)C1` (centres undefined) gave D3 ag -5, DRD3 antagonist inconclusive, IL-2 act 0.2, WRN inhibitor 7%, PLK1 PBD inh -2%, GLP-1R agonist 16%, GLP1R inv ag inconclusive, PI5P4K alpha inh -4 and GLP1R cytotox inconclusive.
For COc1ccc(C(=O)Nc2ccccc2C(=O)NCC2CCCO2)cc1 (centres undefined) the results were D3 ag -2, DRD3 antagonist 9, IL-2 act 0.6, WRN inhibitor -5%, PLK1 PBD inh 7%, GLP-1R agonist 16%, GLP1R inv ag 8%, PI5P4K alpha inh -3 and GLP1R cytotox -1%.
Screening O=C(c1cccnc1)N1CCN(S(=O)(=O)c2ccc3ccccc3c2)CC1 returned D3 ag -5, DRD3 antagonist -24, IL-2 act -2.4, WRN inhibitor -4%, PLK1 PBD inh 1%, GLP-1R agonist 0%, GLP1R inv ag -3%, PI5P4K alpha inh -4 and GLP1R cytotox -23%.
`NC(=O)CN(c1ccc([N+](=O)[O-])cc1)S(=O)(=O)c1ccccc1` gave D3 ag 8, DRD3 antagonist 4, IL-2 act -1.7, WRN inhibitor -3%, PLK1 PBD inh -9%, GLP-1R agonist 6%, GLP1R inv ag 0%, PI5P4K alpha inh -2 and GLP1R cytotox -2%.
For C=CCN1C(=O)c2ccccc2NC1c1cc(Br)cs1 (centres undefined) the results were D3 ag -2, DRD3 antagonist 5, IL-2 act -0.3, WRN inhibitor 3%, PLK1 PBD inh 0%, GLP-1R agonist -1%, GLP1R inv ag inconclusive, PI5P4K alpha inh -8 and GLP1R cytotox -5%.
Screening O=C(C(Cc1ccccc1)n1cccc1)N1CCCCCC1 (centres undefined) returned D3 ag 4, DRD3 antagonist 1, IL-2 act 0.0, WRN inhibitor -2%, PLK1 PBD inh -8%, GLP-1R agonist 3%, GLP1R inv ag inconclusive, PI5P4K alpha inh 1 and GLP1R cytotox 1%.
Screening COc1ccc(N2CCN(C(=O)CCC(=O)NNc3nc4ccccc4c4nc(C)nn34)CC2)cc1 returned D3 ag -1&1, DRD3 antagonist -2, IL-2 act -1.1, WRN inhibitor -2%[57.1 µM], PLK1 PBD inh -15%, GLP-1R agonist -1%, GLP1R inv ag 17%&2%, PI5P4K alpha inh -2 and GLP1R cytotox -13%&5%.
For O=C(C1CCCN(S(=O)(=O)c2ccc(Cl)cc2)C1)N(Cc1cccs1)C1CC1 (centres undefined) the results were D3 ag 0, DRD3 antagonist 13, IL-2 act -3.2, WRN inhibitor -2%, PLK1 PBD inh inconclusive, GLP-1R agonist 2%, GLP1R inv ag 10µM*, PI5P4K alpha inh 1 and GLP1R cytotox -12%.
For COc1ccc(C2CC(Cn3cc(C#N)c(=O)n(C)c3=O)ON2C)cc1 (centres undefined) the results were D3 ag -2, DRD3 antagonist -11, IL-2 act -0.4, WRN inhibitor 10%, PLK1 PBD inh -16%, GLP-1R agonist 5%, GLP1R inv ag 2%, PI5P4K alpha inh 1 and GLP1R cytotox -4%.
Screening O=C(CSc1ccc(S(=O)(=O)N2CCCC2)cn1)Nc1ccc([N+](=O)[O-])cc1C(F)(F)F returned D3 ag 6, DRD3 antagonist 5, IL-2 act 4.5, WRN inhibitor -13%, PLK1 PBD inh -10%, GLP-1R agonist 13%, GLP1R inv ag -11%, PI5P4K alpha inh -10 and GLP1R cytotox -11%.
For CN=C1NC(C)(C)C2CCC(C)(CC2)S1 the results were D3 ag -2, DRD3 antagonist -2, IL-2 act -0.3, WRN inhibitor -1%, PLK1 PBD inh 2%, GLP-1R agonist 7%, GLP1R inv ag inconclusive, PI5P4K alpha inh -2 and GLP1R cytotox 2%.
For O=C1c2cccc3cccc(c23)C(=O)C1(O)O the results were D3 ag -12, DRD3 antagonist inconclusive, IL-2 act 4.1, WRN inhibitor 20µM*, PLK1 PBD inh inconclusive, GLP-1R agonist -6%, GLP1R inv ag -15%, PI5P4K alpha inh inconclusive and GLP1R cytotox inconclusive.
Screening Cc1c(Cl)cccc1NC(=O)c1ccc2snnc2c1 returned D3 ag 0, GLP-1R agonist 10%, GLP1R inv ag 2% and GLP1R cytotox -5%.
Screening Nc1c(C(O)(C(F)(F)F)C(F)(F)F)ccc2ccccc12 returned D3 ag -3, DRD3 antagonist -20, IL-2 act -0.6, WRN inhibitor -10%, PLK1 PBD inh -4%, GLP-1R agonist 13%, GLP1R inv ag -2% and GLP1R cytotox 6%.
Screening Cc1ccc(/C=N/NC(=O)c2nnn(-c3nonc3N)c2CN(C)c2ccccc2)s1 returned D3 ag 3, DRD3 antagonist -6, IL-2 act -5.7, WRN inhibitor 3%, PLK1 PBD inh -2%, GLP-1R agonist -5%, GLP1R inv ag -15%, PI5P4K alpha inh -6 and GLP1R cytotox inconclusive.

An unsorted share of the library. Share with any hit: about 7.8%.
